# Screening data: PubChem, several laboratories
# Tb MetRS inh: T. brucei MetRS inhibitors, primary screen, biochemical, luminescence | purified T. brucei MetRS, ATP depletion, Kinase-Glo luminescence | inhibition, % at 11.9 µM | AID 624268, 2012 | hit rate 0.4% among 360,000 | methionyl-tRNA synthetase (Trypanosoma brucei brucei);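 active = inhibition above a per-plate cutoff of the control wells' mean inhibition plus 3 SD, cut at about 5.5% in these data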;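 note: 0% = DMSO wells median and 100% = median of wells with control inhibitor compound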
#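 technique = Kinase-Glo luminescence, ATP depletion format | system = purified MetRS (methionyl-tRNA synthetase) enzyme from Trypanosoma brucei | timing = 15 min preincubation, 2 h reaction, all 25 °C | evaluation = percent inhibition versus plate control medians | dosing = single dose, 11.9 µM final nominal, 0.9% final DMSO | also added = substrates ATP, L-methionine and bulk Escherichia coli tRNA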
# E coli Lon inh: inhibitors of E. coli Lon protease, primary screen, biochemical, fluorescence polarization; P0A9M0; purified E. coli Lon protease; inhibition, % at 7.94 µM; hit rate 0.42% among 360,000; AID 602123, 2011; in the data active = inhibition above about 13%, passing the limit was not always enough;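 note: 0% = enzyme with probe and DMSO and 100% = no enzyme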
# Target sequence (P0A9M0 whole entry, looked up): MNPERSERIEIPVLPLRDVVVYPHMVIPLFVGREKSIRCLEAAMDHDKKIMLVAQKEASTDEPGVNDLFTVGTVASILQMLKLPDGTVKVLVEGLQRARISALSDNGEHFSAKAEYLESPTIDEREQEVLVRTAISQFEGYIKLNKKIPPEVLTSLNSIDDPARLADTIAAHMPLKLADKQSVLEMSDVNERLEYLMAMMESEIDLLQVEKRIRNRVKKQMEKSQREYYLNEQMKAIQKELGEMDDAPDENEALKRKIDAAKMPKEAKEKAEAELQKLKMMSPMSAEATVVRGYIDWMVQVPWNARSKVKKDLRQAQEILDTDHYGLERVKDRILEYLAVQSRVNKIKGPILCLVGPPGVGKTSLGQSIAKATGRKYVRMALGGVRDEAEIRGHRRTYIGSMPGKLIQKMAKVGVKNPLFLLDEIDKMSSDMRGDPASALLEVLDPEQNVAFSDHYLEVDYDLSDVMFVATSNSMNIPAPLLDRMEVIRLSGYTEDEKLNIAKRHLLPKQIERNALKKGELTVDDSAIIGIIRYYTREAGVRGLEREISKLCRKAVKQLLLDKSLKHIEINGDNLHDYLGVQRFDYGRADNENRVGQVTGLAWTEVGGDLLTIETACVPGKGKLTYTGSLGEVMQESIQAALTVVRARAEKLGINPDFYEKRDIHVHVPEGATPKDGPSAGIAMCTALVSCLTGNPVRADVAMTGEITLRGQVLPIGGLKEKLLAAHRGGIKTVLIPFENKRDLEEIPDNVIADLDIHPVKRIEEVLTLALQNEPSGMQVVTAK
# SUMO1-SIM PPI: modulators of SUMO1 protein-protein interactions, primary screen, biochemical, uHTS | SUMO1 binding to a labelled peptide, TR-FRET, 1 h | inhibition, % at 20 µM | hit rate 0.33% among 360,000 | AID 602429, 2012; in the data active = inhibition above about 37%
# Target sequence (P63165 whole entry, looked up): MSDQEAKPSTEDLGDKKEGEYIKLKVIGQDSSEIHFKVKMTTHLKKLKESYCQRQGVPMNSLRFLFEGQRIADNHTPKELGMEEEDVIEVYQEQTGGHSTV
# LMPTP block: LMPTP phosphatase inhibitors, primary screen, biochemical, fluorescence intensity, uHTS | Low molecular weight phosphotyrosine protein phosphatase (Homo sapiens), P24666 | recombinant LMPTP-A, OMFP fluorogenic substrate | inhibition, % at 20 µM | hit rate 0.22% among 360,000 | AID 651560, 2012;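 active = compounds that cut the enzyme signal by at least half of the control window in the single-dose screen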;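 note: plate controls were DMSO wells with enzyme plus substrate for no effect and substrate without enzyme for full effect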
# Target sequence (P24666 whole entry, looked up): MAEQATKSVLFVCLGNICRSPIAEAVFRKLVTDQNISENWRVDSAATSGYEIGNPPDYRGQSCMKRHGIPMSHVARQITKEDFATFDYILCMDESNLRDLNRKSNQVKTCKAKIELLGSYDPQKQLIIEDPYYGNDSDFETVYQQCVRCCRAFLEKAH
#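 Assay system: LMPTP-A, protein tyrosine phosphatase of low molecular weight / Medium: pH 6.0 Bis-Tris buffer with DTT and Triton X-100 / Schedule: 50 min enzyme reaction at room temperature, protected from light / Measured by: endpoint fluorescence intensity from OMFP dephosphorylation / Read-out basis: % inhibition relative to no-enzyme and uninhibited control wells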
# Scp1 inh: Scp-1 phosphatase inhibitors, primary screen, biochemical, colorimetric, uHTS | Carboxy-terminal domain RNA polymerase II polypeptide A small phosphatase 1 (Homo … | Recombinant Scp1, phosphopeptide, malachite green phosphate absorbance | inhibition, % at 20 µM | hit rate 0.88% among 340,000 | AID 493091, 2011;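 active = inhibition above about 50% at 20 µM, limit read from the data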;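 note: plate controls were DMSO wells with enzyme for no effect and wells lacking enzyme for full effect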
#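 Test system – truncated SCP-1 phosphatase (76-261aa) · Reagent – Phosphorylated 17-residue peptide substrate · Incubation – 45 min room-temperature reaction, 5 min colour, 30 min stabiliser · Detection – colorimetric phosphate reagent with accelerator and stabiliser, absorbance at 630 nm · Measure – % inhibition at 20 µM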
# DNMT1 inh: human DNMT1 methyltransferase inhibitors, primary screen, biochemical, molecular beacon, fluorescence, HinP1I cleavage, uHTS. inhibition (reported as % activation of signal), % at 10 µM. hit rate 0.83% among 360,000; in the data active = inhibition above about 50%
# MsrA act: bovine MsrA enzyme activators, primary screen, biochemical, absorbance, HTS; Methionine sulfoxide reductase A (Bos taurus); purified bovine MsrA, absorbance read-out; activation, % at 10.6 µM; hit rate 0.3% among 360,000; AID 602163, 2012; in the data active = activation above about 7.5%;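 note: 0% = vehicle and 100% = reference activator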
# NRP1-CendR mod: modulators of CendR peptide binding to NRP-1, primary screen, biochemical, fluorescence polarization, uHTS | Neuropilin-1 (Homo sapiens), O14786 | FAM-RPARPAR peptide binding to NRP-1 | inhibition, % at 25 µM | hit rate 0.85% among 360,000 | AID 602438, 2012;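 active = inhibition or corrected inhibition above about 18%, plus a signal ratio from 0.5 to 1.5, limit read from the data, passing the limit was not always enough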; note: strong numbers were not always called active
# MsrA inh: bovine MsrA enzyme inhibitors, primary screen, biochemical, absorbance, HTS; purified bovine MsrA, absorbance read-out; hit rate 0.75% among 360,000; Methionine sulfoxide reductase A (Bos taurus); inhibition, % at 15.5 µM; in the data active = inhibition above about 4.5%;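 note: 0% = vehicle wells with enzyme and 100% = reference inhibitor wells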
# STEP inh: STEP phosphatase inhibitors, primary screen, biochemical, fluorescence intensity, uHTS. Tyrosine-protein phosphatase non-receptor type 5 (Homo sapiens), P54829. recombinant STEP, OMFP fluorogenic substrate. inhibition, % at 20 µM. hit rate 0.25% among 360,000;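 active = inhibition at 20 µM, scaled per plate between control wells, above about 37%, limit read from the data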;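 note: 0% = DMSO with enzyme and substrate and 100% = substrate only without enzyme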
#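 System: STEP phosphatase, cell-free reaction; Buffer or medium: Bis-Tris pH 6.0 buffer with DTT, detergent; Incubation: 20 min at room temperature, dark; Measured by: fluorescence, 480/540 nm.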
# * = called active by the depositor; / = no result given.
# Under each structure: Tb MetRS inh	E coli Lon inh	SUMO1-SIM PPI	LMPTP block	Scp1 inh	DNMT1 inh	MsrA act	NRP1-CendR mod	MsrA inh	STEP inh
O=C1NC(=O)N(c2ccc3c(c2)OCO3)C(=O)/C1=C/c1ccc(N2CCCCC2)o1
    0.1	-297.4	-79.3	14.7	-11.9	1.1	2.1	-11.2	0.2	0.4
CC(C)OC(=O)C1C(=O)NC2(C)CC1c1ccccc1O2 (centres undefined)
    -0.4	-6.0	2.2	-0.9	-1.1	1.2	0.6	-0.8	-0.9	-4.2
O=C(N/N=C/c1c(O)n(CCc2ccccc2)c(=O)[nH]c1=O)c1ccccc1
    0.3	-27.2	-5.4	-1.0	-14.1	0.9	-1.9	-56.5	0.7	2.7
COc1ccc(-c2ccc3c(c2)CN(CC(C)C)Cc2cnnn2-3)cc1
    -0.8	-8.3	4.9	-0.1	/	0.7	-4.0	7.2	1.1	1.7
COc1ccc(C(=O)C2CCCN(Cc3ccon3)C2)c(OC)c1 (centres undefined)
    -0.6	-1.2	0.0	-0.9	-3.7	0.7	-3.9	8.3	0.8	-3.4
COCCNC(=O)N1[C@H]2CC[C@@H]1C(C(=O)OC)=C(c1ccc(OC)c(OC)c1)C2
    0.3	6.3	2.9	-1.1	-7.7	2.6	-0.8	13.0	0.3	0.4
CCOC(=O)c1ccc(N=C(C)c2c(O)[nH]c(=O)[nH]c2=O)cc1
    1.4	0.4	-0.1	-1.0	2.3	-0.6	-2.4	4.5	0.8	4.7
COC1C(O)C(C)OC(OC2CCC3(C)C(CCC4C3C(O)CC3(C)C(C5=CC(=O)OC5)CCC43O)C2)C1O (centres undefined)
    -0.7	13.1	-0.3	1.0	1.1	2.8	-12.5	-6.5	0.7	-2.1
COC(=O)C1=C(c2ccc(C(C)=O)cc2)C[C@@H]2CC[C@H]1N2C(=O)NCC1CC1
    -0.1	-14.1	-1.6	-0.9	-2.3	0.8	1.1	1.4	/	-2.9
O=c1c2ccccc2nc(-c2ccco2)n1-c1ccncc1
    -0.3	0.9	-4.3	0.2	-2.0	4.8	2.9	2.4	1.1	0.5
Cc1ccc(O)c(C(=O)c2cc(C(=O)NCCC(C)C)c(=O)n(CCC(C)C)c2)c1
    -1.1	1.2	-3.2	3.1	5.2	-1.1	-8.4	4.8	0.2	0.9
COc1ccc(-n2nnnc2C(c2cccs2)N2CCC(n3c(=O)[nH]c4ccccc43)CC2)cc1 (centres undefined)
    -0.3	-11.4	3.4	3.8	/	-10.9	-2.0	5.5	-0.7	-6.5
CCOc1ccc(-c2cc(C)[n+](CCN(CC)CC)c(-c3ccc(OCC)cc3)c2)cc1
    -0.3	-0.1	-21.2	2.0	-7.8	-5.2	-1.1	-7.1	5.2*	-0.2
COC(=O)C1=CO[C@@H](C)[C@@H]2CN3CC[C@]4(C(=O)Nc5ccccc54)[C@@H]3C[C@H]12
    -0.1	-9.4	1.0	-3.1	2.9	5.2	-2.9	22.8	-1.2	-2.1
C[C@]12CCC3C(CC[C@H]4C[C@H](N)CC[C@]34C)C1CC[C@H]2O (some centres undefined)
    -1.2	5.9	0.0	-3.5	2.2	1.3	-3.2	5.4	0.1	-2.6
Cc1ccc(C(=O)C2CN(C)CC2C(=O)c2ccc(C)cc2)cc1 (centres undefined)
    -0.1	-7.3	-1.4	1.6	-3.1	-2.0	1.6	5.0	-0.7	2.6
CC(C)(C)P(=O)(NCc1ccccc1)c1ccccc1 (centres undefined)
    -0.8	-1.1	1.7	2.1	3.4	1.4	-10.8	23.8	0.1	2.4
C=CCCC1(C(C)C)C(=O)NC(=S)NC1=O
    -0.5	-15.6	5.1	-2.2	-0.3	1.4	-4.0	1.8	0.6	-2.1
CN1CC2=CC(O)CC3Oc4c(O)ccc(c4[C@]23C)C1 (some centres undefined)
    0.3	-0.3	1.6	-1.4	1.4	-3.3	-1.8	0.1	0.4	-0.1
C[C@]12CCC3C(CC[C@H]4C[C@@H](O)CC[C@]34C)C1C/C(=N/O)[C@@H]2O (some centres undefined)
    -0.4	-2.8	1.3	0.1	3.3	1.3	-6.2	6.5	0.2	-2.8
COc1cc(/C=C/[N+](=O)[O-])ccc1O
    -0.4	-11.2	2.3	-1.0	-3.0	-23.2	-8.1	7.5	5.5*	4.3
O=C(C1CC(=O)N(C2CCCC2)C1)N1CCC2(CC1)OCCO2 (centres undefined)
    -0.2	-6.5	2.3	-2.5	-10.7	2.4	-0.9	-9.9	-1.1	1.9
Cc1c(Cl)cccc1NC(=S)N1CC2CC(C1)c1cccc(=O)n1C2 (centres undefined)
    0.4	-9.3	6.4	-0.4	-5.3	4.8	5.9	2.2	0.4	-4.0
CCCCC(=O)N/N=C/c1c(O)n(-c2cccc3ccccc23)c(=O)[nH]c1=O
    0.1	-5.0	-1.7	-1.7	-7.8	1.4	-1.3	-11.4	1.1	-0.4
CN1C(=O)C(=Cc2ccc(N3CCOCC3)o2)C(=O)N(C)C1=O
    -0.3	-478.0	-111.5	19.8	0.5	11.3	-1.3	-123.5	0.1	7.7
CC(=O)c1cn(CC(=O)NCCc2c[nH]c3ccccc23)c2ccccc12
    -0.2	-4.4	3.6	-0.3	-7.5	-1.5	0.3	3.1	0.8	0.3
COC(=O)C1=C(c2ccccc2)C[C@@H]2CC[C@H]1N2C(=O)NC1CC1
    -0.1	-3.0	2.5	-1.6	-4.9	5.8	-1.3	-0.5	-0.5	-3.3
COc1cc2ccc(=O)oc2c2ccoc12
    -0.3	11.0	-12.2	-0.7	-5.9	8.8	-7.0	-3.3	1.2	2.1
Cc1cc(C=C2C(=O)NC(=S)NC2=O)c(C)n1-c1ccc2c(c1)OCO2
    -0.1	-19.5	8.6	1.5	22.1	36.4	-2.5	-42.2	-0.6	-1.0
Cc1nc2cc(C(F)(F)F)ccc2n1C1CCN(Cc2nnnn2CCc2ccccc2)CC1
    -0.2	-3.7	-1.0	1.0	-0.1	-4.1	3.3	9.4	-0.3	-5.8
O=C(COC(=O)Cc1ccccc1)Nc1cc(S(=O)(=O)N2CCCCC2)ccc1Cl
    -0.4	-4.2	4.2	1.3	-6.2	-1.7	-4.4	3.3	1.1	2.2
CC(Cc1ccccc1)NC(=O)c1ccc(N)cc1 (centres undefined)
    0.1	2.7	2.9	-1.3	-10.2	-1.2	-3.1	7.2	-0.4	-0.3
CC(C)(C)c1ccc(C(=O)C2CCCN(C3CCC3)C2)cc1 (centres undefined)
    -0.7	3.0	-0.4	-0.5	-1.9	-2.1	-1.9	-3.6	-0.7	-1.0
Cc1ccc(Cn2nc(C)c(C=O)c2Cl)cc1
    -0.4	-0.7	0.8	-0.7	-5.2	0.3	-2.2	-2.8	1.0	3.1
Cc1ccc(-n2c(C)cc(/C=C3\C(=O)NC(=O)N(C)C3=O)c2C)cc1C
    0.2	-12.7	-1.3	0.5	-7.3	29.9	-2.7	-7.5	-0.4	-2.2
NC(Cc1nc2ccccc2[nH]1)c1ccc(Cl)cc1 (centres undefined)
    0.6	4.0	2.4	-0.3	-0.7	-11.6	-1.9	16.9	1.7	1.8
COc1ccccc1CNCCc1ccc(F)cc1
    -0.6	3.2	1.5	-0.8	-3.4	-0.3	-5.3	5.6	1.3	2.2
CC(=O)O[C@@H]1/C=C/[C@](C)(O)C[C@@H](C)C/C=C/[C@H]2[C@@H]3O[C@]3(C)[C@@H](C)[C@H]3[C@H](Cc4ccccc4)NC(=O)[C@@]312
    -0.7	-4.2	-1.9	-0.8	12.2	1.8	-1.3	-2.9	/	-4.5
CN(Cc1ccccc1)C(=O)CN1CCCC1=O
    -1.2	1.8	-1.5	0.0	2.3	-0.2	-7.7	2.7	0.3	-6.1
C/C(CC(c1ccccc1)c1c(O)c2ccccc2oc1=O)=N\NC(N)=S (centres undefined)
    -0.2	-3.4	-0.1	-3.3	-5.3	2.0	-6.3	-3.5	1.4	-3.4
COc1ccc(OC)c(N2C(=O)CC(=O)NC2=O)c1
    -0.8	-12.8	-1.8	-0.9	0.3	-0.9	-10.1	-2.4	-1.0	-0.8
O=C(Nc1ccc(Br)cc1)N1C[C@H]2C[C@@H](C1)c1cccc(=O)n1C2
    -1.3	-3.5	0.4	-0.6	-1.3	5.3	-2.7	2.5	0.6	-1.2
Cn1c(O)c(Cc2cccc(Cl)c2Cl)c(=O)n(C)c1=O
    -0.1	2.8	2.1	-0.8	-12.8	1.5	-1.9	-13.2	0.3	3.4
COc1ccc(C(c2nnnn2C2CCCC2)N2CCC3(CC2)C(=O)NCN3c2ccccc2)cc1 (centres undefined)
    -0.7	8.2	1.6	1.3	/	-9.4	-2.8	-11.9	0.1	0.9
O=C(Nc1ccccc1OC(=O)N1CCOCC1)N1CCOCC1
    -0.4	-7.6	0.2	-1.5	-4.8	1.0	-7.5	14.4	0.5	-1.7
COc1cccc(C(c2nnnn2-c2ccc3c(c2)OCCO3)N2CCC3(CC2)C(=O)NCN3c2ccccc2)c1OC (centres undefined)
    -0.2	-4.2	3.5	4.9	/	-20.6	-3.0	6.1	0.6	-0.3

# Ordered by length of the SMILES (low to high): part of the list above
# Under each structure: Tb MetRS inh	E coli Lon inh	SUMO1-SIM PPI	LMPTP block	Scp1 inh	DNMT1 inh	MsrA act	NRP1-CendR mod	MsrA inh	STEP inh
O=C(Nc1ccccc1OC(=O)N1CCOCC1)N1CCOCC1
    -0.4	-7.6	0.2	-1.5	-4.8	1.0	-7.5	14.4	0.5	-1.7
Cn1c(O)c(Cc2cccc(Cl)c2Cl)c(=O)n(C)c1=O
    -0.1	2.8	2.1	-0.8	-12.8	1.5	-1.9	-13.2	0.3	3.4
C/C(CC(c1ccccc1)c1c(O)c2ccccc2oc1=O)=N\NC(N)=S (centres undefined)
    -0.2	-3.4	-0.1	-3.3	-5.3	2.0	-6.3	-3.5	1.4	-3.4
O=C(Nc1ccc(Br)cc1)N1C[C@H]2C[C@@H](C1)c1cccc(=O)n1C2
    -1.3	-3.5	0.4	-0.6	-1.3	5.3	-2.7	2.5	0.6	-1.2

# The list is partial (hit frequency here may not be typical).
